Source: PubChem (several laboratories)
Pf gametocyte – late stage P. falciparum gametocyte viability inhibitors, primary screen, ATP luminescence, HTS. P. falciparum stage V gametocytes, 24 h. inhibition, % at 10.9 µM. actives 0.065% (n = 150,000). AID 743093, 2013;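 active = inhibition above the mean plus 3 SD of compounds within the control limits, set per campaign, cut at about 38% in these data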;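 also: 0% = DMSO wells and 100% = medium only without gametocytes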
Cdc42 wt GTP – modulators of GTP binding to wildtype Cdc42, primary screen, biochemical, multiplex bead flow cytometry, Bodipy-GTP; Cell division control protein 42 homolog (Homo sapiens), P60953; GST-Cdc42 beads; actives lie on both sides; percent activity (GTP binding), % at 10 µM; actives 0.2% (n = 190,000); AID 761, 2007;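 active = percent activity GTP binding at least 20 points away from the 100% baseline, either down as inhibitor or up as activator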;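 also: median bead fluorescence of bound Bodipy-FL-GTP at 100 nM; 0% = excess unlabeled GTP control and 100% = no compound control; below 100% means less GTP binding so inhibitor and above means activator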
Target sequence (P60953 whole entry, looked up): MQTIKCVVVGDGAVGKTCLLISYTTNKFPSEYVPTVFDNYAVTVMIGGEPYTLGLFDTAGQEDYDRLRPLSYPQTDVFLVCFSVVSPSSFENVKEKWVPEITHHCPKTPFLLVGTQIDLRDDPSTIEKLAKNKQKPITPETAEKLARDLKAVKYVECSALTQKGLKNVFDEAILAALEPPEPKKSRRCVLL
Mcl-1 Bim block – inhibitors of Bim peptide binding to Mcl-1, primary screen, biochemical, bead-based flow cytometry, multiplex; Bim peptide-Mcl-1 binding; inhibition, % at 10 µM; actives 0.1% (n = 190,000); AID 1009, 2008; in the data active = inhibition above about 40%;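 also: 0% = no compound tracer wells and 100% = peptide blocker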
RGS8-Gao – RGS8-Galphao binding modulators, primary screen, biochemical, multiplexed bead flow cytometry; Guanine nucleotide-binding protein G(o) subunit alpha (Homo sapiens), P09471; actives lie on both sides; response (percent of control binding), % at 10 µM; actives 0.34% (n = 220,000); AID 1423, 2008; in the data active = response below about 60% or above about 140%; inactive = in between;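 also: Galphao activated as the GDP aluminium fluoride complex binding bead-coupled RGS8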
Target sequence (P09471 whole entry, looked up): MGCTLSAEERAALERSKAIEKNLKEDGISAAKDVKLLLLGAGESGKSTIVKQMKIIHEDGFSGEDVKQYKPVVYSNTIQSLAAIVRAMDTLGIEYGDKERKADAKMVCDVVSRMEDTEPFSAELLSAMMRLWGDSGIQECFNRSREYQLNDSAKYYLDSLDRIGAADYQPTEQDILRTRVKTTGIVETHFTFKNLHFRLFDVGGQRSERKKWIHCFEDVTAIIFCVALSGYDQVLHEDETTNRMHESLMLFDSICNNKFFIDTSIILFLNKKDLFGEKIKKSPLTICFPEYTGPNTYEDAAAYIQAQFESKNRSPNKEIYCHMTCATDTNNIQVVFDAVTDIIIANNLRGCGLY
Rab7 wt modul – modulators of GTP binding to Rab7, primary screen, biochemical, wildtype, multiplex bead flow cytometry; Rab7 GTPase wild type (dog), Bodipy-FL-GTP binding; GST-Rab7 beads, fluorescent GTP binding; actives lie on both sides; untreated = 100%, excess cold GTP = 0%; GTP binding activity (percent of control), % at 10 µM; actives 0.055% (n = 190,000);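 active = fluorescent GTP binding to Rab7 beads changed by at least 20 points from the 100% baseline, either direction, mostly lower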;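 also: median green fluorescence of bound Bodipy-FL-GTP per Rab7 bead population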
Mcl1 Bid PPI – Mcl-1/Bid binding inhibitors, primary screen, biochemical, TR-FRET, 1536-well. inhibition, % at 21.7 µM. TR-FRET Mcl-1/Bid-Dy647 peptide binding. actives 0.97% (n = 220,000). AID 1021, 2008;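 active = compounds that cut the binding signal by more than half at the single screening dose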;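 also: His-tagged Mcl-1 with europium anti-His antibody binding Bid BH3 peptide; 0% = Mcl-1 plus peptide wells and 100% = peptide-only wells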
Mcl1-Noxa inh – Mcl-1/Noxa binding inhibitors, primary screen, biochemical, TR-FRET, 1536-well; inhibition, % at 21.7 µM; TR-FRET Mcl-1/Noxa peptide binding, 2 h; actives 1.5% (n = 220,000); Induced myeloid leukemia cell differentiation protein Mcl-1 (Homo sapiens), Q07820; AID 1022, 2008;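 active = compounds that cut the protein-peptide binding signal by more than 50% relative to plate controls in a single-dose test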;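 also: His-tagged Mcl-1 with rhodamine Noxa BH3 peptide and terbium anti-His antibody; 0% = Mcl-1 plus Noxa peptide wells and 100% = peptide-only wells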
HRas wt GTP – modulators of GTP binding to HRas wildtype, primary screen, biochemical, bead-based flow cytometry, multiplex; GTPase HRas (Homo sapiens), P01112; GST-Ras wt beads, Bodipy-FL-GTP binding; actives lie on both sides; GTP binding activity, % at 10 µM; actives 0.14% (n = 190,000); AID 759, 2007;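 active = GTP binding activity at least 20% away from the 100% baseline, either lowered as inhibitor or raised as activator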;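 also: 0% = unlabeled GTP competition control and 100% = no-compound control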
Rab2A wt mod – modulators of GTP binding to Rab2A wildtype, primary screen, biochemical, dog, bead-based flow cytometry, multiplex; GTP binding activity, % at 10 µM; actives 0.19% (n = 190,000); GST-Rab2 wt beads, Bodipy-GTP binding; Ras-related protein Rab-2A (Canis lupus familiaris), P61105;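 active = GTP binding activity at least 20 points away from 100%, either lowered or raised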;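 also: 0% = beads with excess unlabeled GTP and 100% = no-compound control corrected for plate trend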
Rac1 mut GTP – GTP binding modulators of activated mutant Rac1, primary screen, biochemical, bead-based flow cytometry, multiplex, fluorescent GTP. GST-Rac1 activated beads; actives lie on both sides; 100% means binding = to untreated wells. percent activity (GTP binding), % at 10 µM. Ras-related C3 botulinum toxin substrate 1 (Homo sapiens), P63000. actives 0.11% (n = 190,000);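 active = GTP binding at least 20 percentage points away from the 100% baseline, in either direction, so actives lie on both sides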
Rac1 wt GTP bind – wildtype Rac1 GTP binding modulators, primary screen, biochemical, GST-Rac1 beads, flow cytometry, multiplex; actives 0.27% (n = 190,000); GTP binding activity (% of control), % at 10 µM; fluorescent GTP binding; actives lie on both sides; 0 = cold GTP competed, 100 = untreated;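 active = GTP binding activity at least 20 points away from the 100% control level, either lower or higher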
The depositor's hits bear a star; x = not tested or not shown. Some of the compounds tested; the hit share may differ from the screen's.

Field names – A = Pf gametocyte; B = Cdc42 wt GTP; C = Mcl-1 Bim block; D = RGS8-Gao; E = Rab7 wt modul; F = Mcl1 Bid PPI; G = Mcl1-Noxa inh; H = HRas wt GTP; I = Rab2A wt mod; J = Rac1 mut GTP; K = Rac1 wt GTP bind
CCCCOc1ccc(CC(=O)NO)cc1
  A: x	B: 98	C: 1	D: 101	E: 91	F: -8	G: 15	H: 101	I: 99	J: 97	K: 101
C[C@@H]1C[C@H]2[C@@H]3C[C@H](F)C4=CC(=O)C=C[C@]4(C)[C@@]3(F)[C@@H](O)C[C@]2(C)[C@@]1(O)C(=O)COC(=O)C(C)(C)C
  A: x	B: 98	C: -1	D: 100	E: 101	F: -4	G: 3	H: 98	I: 103	J: 97	K: 100
CNc1c2c(nn1C)CCCC2
  A: x	B: 103	C: -4	D: 104	E: 96	F: -3	G: 19	H: 102	I: 98	J: 98	K: 105
CN(C)CCOc1ccccc1Cc1ccccc1
  A: x	B: 99	C: -3	D: 101	E: 95	F: 13	G: 12	H: 101	I: 99	J: 102	K: 103
C/C=C(/C)C(=O)OC1c2c(ccc3ccc(=O)oc23)OC(C)(C)C1OC(=O)/C(C)=C\C (stereo unspecified)
  A: x	B: 88	C: -4	D: 104	E: 104	F: 7	G: -17	H: 93	I: 95	J: 92	K: 92
C=C1c2cccc(O)c2C(O)=C2C(=O)[C@]3(O)C(O)=C(C(N)=O)C(=O)[C@@H](N(C)C)[C@@H]3[C@@H](O)[C@H]12
  A: x	B: 91	C: -6	D: 101	E: 104	F: 3	G: -8	H: 94	I: 95	J: 91	K: 94
COc1ccc2nc(NC(=O)Nc3ccccc3)sc2c1
  A: x	B: 103	C: 0	D: 101	E: 97	F: 11	G: 26	H: 99	I: 101	J: 102	K: 97
O=c1cc(-c2ccc(O)cc2)oc2cc(O[C@@H]3O[C@H](CO)[C@@H](O)[C@H](O)[C@H]3O[C@@H]3OC[C@](O)(CO)[C@H]3O)cc(O)c12
  A: 5	B: 100	C: -1	D: 101	E: 99	F: -17	G: -3	H: 99	I: 100	J: 99	K: 103
CCCCC1C(=O)N(c2ccccc2)N(c2ccccc2)C1=O
  A: x	B: 97	C: 5	D: x	E: 99	F: 56*	G: 26	H: 99	I: 97	J: 95	K: 99
COc1ccc2ccc(=O)oc2c1
  A: x	B: 98	C: -2	D: 104	E: 101	F: 9	G: 4	H: 103	I: 100	J: 99	K: 103
Cc1cccc(C)c1NC(=O)C1CCCCN1C (stereo unspecified)
  A: x	B: 101	C: 2	D: 102	E: 97	F: 4	G: 19	H: 96	I: 99	J: 98	K: 103
NC(N)=NC(=O)Cc1c(Cl)cccc1Cl
  A: x	B: 104	C: -3	D: 132	E: 96	F: 5	G: 18	H: 100	I: 101	J: 99	K: 101
Cc1cccc2c1NC(=O)/C2=C\C(=O)c1cccs1
  A: 5	B: 101	C: -6	D: 101	E: 101	F: 8	G: 24	H: 100	I: 99	J: 96	K: 103

Compound profiles, from the list above.
Entry for CCCCOc1ccc(CC(=O)NO)cc1 → Pf gametocyte: x; Cdc42 wt GTP: 98; Mcl-1 Bim block: 1; RGS8-Gao: 101; Rab7 wt modul: 91; Mcl1 Bid PPI: -8; Mcl1-Noxa inh: 15; HRas wt GTP: 101; Rab2A wt mod: 99; Rac1 mut GTP: 97; Rac1 wt GTP bind: 101
Entry for CN(C)CCOc1ccccc1Cc1ccccc1 → Pf gametocyte: x; Cdc42 wt GTP: 99; Mcl-1 Bim block: -3; RGS8-Gao: 101; Rab7 wt modul: 95; Mcl1 Bid PPI: 13; Mcl1-Noxa inh: 12; HRas wt GTP: 101; Rab2A wt mod: 99; Rac1 mut GTP: 102; Rac1 wt GTP bind: 103

Molecules listed so far that have sulfur, in the order listed:
Field names – A = Pf gametocyte; B = Cdc42 wt GTP; C = Mcl-1 Bim block; D = RGS8-Gao; E = Rab7 wt modul; F = Mcl1 Bid PPI; G = Mcl1-Noxa inh; H = HRas wt GTP; I = Rab2A wt mod; J = Rac1 mut GTP; K = Rac1 wt GTP bind
COc1ccc2nc(NC(=O)Nc3ccccc3)sc2c1
  A: x	B: 103	C: 0	D: 101	E: 97	F: 11	G: 26	H: 99	I: 101	J: 102	K: 97
Cc1cccc2c1NC(=O)/C2=C\C(=O)c1cccs1
  A: 5	B: 101	C: -6	D: 101	E: 101	F: 8	G: 24	H: 100	I: 99	J: 96	K: 103
